From PubChem
GPR151 activ: activators of human GPR151 | Q8TDV0 | PathHunter beta-arrestin GPR151 cells, luminescence | activation, % at 11.2 µM | 650,000 compounds, 1% hits | AID 1508602; in the data active = activation above about 4.9%;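 note: 0% = median of compound wells and 100% = cells with positive control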
Target sequence (Q8TDV0 whole entry, looked up): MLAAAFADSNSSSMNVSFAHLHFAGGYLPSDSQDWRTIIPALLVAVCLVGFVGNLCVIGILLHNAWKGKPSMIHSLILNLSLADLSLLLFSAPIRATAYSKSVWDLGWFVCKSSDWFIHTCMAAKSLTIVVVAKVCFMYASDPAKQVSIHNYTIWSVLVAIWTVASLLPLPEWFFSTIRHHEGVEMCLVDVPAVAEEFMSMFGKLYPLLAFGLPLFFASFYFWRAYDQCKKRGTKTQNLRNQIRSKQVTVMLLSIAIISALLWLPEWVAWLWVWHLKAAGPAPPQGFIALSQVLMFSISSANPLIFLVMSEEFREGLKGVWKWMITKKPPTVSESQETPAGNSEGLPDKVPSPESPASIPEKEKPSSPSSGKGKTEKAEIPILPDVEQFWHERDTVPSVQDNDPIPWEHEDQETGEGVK
MITF inh: inhibitors of human MITF. AlphaScreen MITF homodimerization, bead proximity signal. inhibition, % at 2.6 µM. AID 1259374. O75030. 650,000 compounds, 0.91% hits; in the data active = inhibition above about 50%;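 note: 0% = vehicle wells with protein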
Target sequence (O75030 whole entry, looked up): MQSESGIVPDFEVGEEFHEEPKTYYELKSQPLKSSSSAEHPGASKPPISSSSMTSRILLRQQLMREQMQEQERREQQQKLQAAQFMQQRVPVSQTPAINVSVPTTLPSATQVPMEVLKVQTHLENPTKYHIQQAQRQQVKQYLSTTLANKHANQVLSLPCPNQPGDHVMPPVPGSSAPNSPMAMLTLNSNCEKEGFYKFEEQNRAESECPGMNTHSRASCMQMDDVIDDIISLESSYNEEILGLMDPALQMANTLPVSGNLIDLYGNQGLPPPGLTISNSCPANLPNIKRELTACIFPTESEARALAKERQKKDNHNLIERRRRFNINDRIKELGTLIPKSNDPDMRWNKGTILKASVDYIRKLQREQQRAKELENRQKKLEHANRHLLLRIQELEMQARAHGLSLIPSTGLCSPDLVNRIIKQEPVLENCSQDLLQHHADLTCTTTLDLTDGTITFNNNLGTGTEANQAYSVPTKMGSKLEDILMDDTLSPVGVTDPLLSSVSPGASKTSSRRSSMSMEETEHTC
TEAD-YAP block: TEAD-YAP interaction inhibition; HEK-TIYL cells, TEAD-Gal4/YAP UAS-luciferase luminescence; inhibition, % at 9.12 µM; 640,000 compounds, 1.4% hits; AID 1259422; in the data active = inhibition above about 32%;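 note: 0% = median of test compound wells and 100% = reference inhibitor wells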
FBW7 act: activators of human E3 ligase FBW7 | Q969H0 | AlphaScreen FBW7–phospho-cyclin E peptide binding, activator screen | normalized activity (activation), % at 26.1 µM | 650,000 compounds, 0.13% hits | AID 1259310; in the data active = normalized activity above about 1.9%;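 note: purified mutant Fbw7 with reduced substrate affinity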
Numbers without * were called inactive.

SMILES	GPR151 activ	MITF inh	TEAD-YAP block	FBW7 act
CCOC(=O)c1c(C)n(C)c2cc(CN(C)C)c(O)c(CN(C)C)c12	-0.1	24	2	-0.1
O=C(O)CNc1cc(F)nc(F)n1	0.5	6	-1	0.4
CCN(CC)/C(N)=N/c1nc(C)cc(C)n1	-1.4	14	1	0.1
Cc1ccc(S(=O)(=O)N(CCc2ccccc2)CC(=O)Nc2ccc(C(C)C)cc2)cc1	0.4	-3	-6	0.2
CCC(SC1=NCCS1)C(=O)N1c2ccccc2Sc2ccccc21 (stereo not drawn)	0.5	-13	6	-0.1
C#CC1(NS(=O)(=O)c2ccc([N+](=O)[O-])cc2)CCCCC1	-0.2	1	3	-0.1
CCN(CC)S(=O)(=O)c1ccc(S(=O)(=O)N2CCCC(c3ccccc3)C2)cc1 (stereo not drawn)	0.8	5	-16	0.2
CCCn1c(CCC(=O)Nc2ccc3c(c2)OCO3)nc2cccnc21	-1.8	20	-7	0.8
CN(C)CCNCCOc1cccc([N+](=O)[O-])c1	0.1	-14	-13	-0.1
COc1ccc(NC(=O)c2ccc3c(c2)C(=O)N(c2cccc(C)c2)C3=O)cc1	-0.4	-9	-1	0.1
O=C(c1nc2ccc(Cl)cn2c1CN1CCC[C@H]1CO)N1CCc2ccccc2C1	4.7	-1	4	-0.1
COc1ccc(-c2oc3ccccc3c(=O)c2O)cc1OC	1.1	-7	-31	-0.1
O=C(NC(Sc1ncccn1)C(=O)c1ccccc1)c1ccccc1 (stereo not drawn)	-1.9	19	-10	0.3
O=S(=O)(c1ccc(F)cc1)N1CCC(N2CCN(c3ccccc3)CC2)CC1	-0.7	11	1	0.1
COc1cccc(Nc2cc(N3CCCCCC3)c3nonc3c2[N+](=O)[O-])c1	-0.4	-6	4	0.1
Cc1ccc(C(=O)Nc2sc(C)c(C)c2C(=O)O)cc1	-2.0	-4	49*	0.0
COc1cccc(-n2nnnc2SCC(=O)NCCc2ccccc2)c1	0.4	-13	3	0.0
O=C(CSc1nc2ccccc2o1)N/N=C\c1cc([N+](=O)[O-])ccc1O	-0.6	0	12	-0.7
NC(=O)C(=O)NN=C1C2CC3CC(C2)CC1C3	-1.3	4	-9	0.1
C=CCn1c(SCC(=O)Nc2ccccc2[N+](=O)[O-])nc2sc(CC)cc2c1=O	-0.7	-5	3	-0.4

Single records, from the list above.
`CCC(SC1=NCCS1)C(=O)N1c2ccccc2Sc2ccccc21` (stereo not drawn) across the screens: GPR151 activ: 0.5; MITF inh: -13; TEAD-YAP block: 6; FBW7 act: -0.1
`C#CC1(NS(=O)(=O)c2ccc([N+](=O)[O-])cc2)CCCCC1` across the screens: GPR151 activ: -0.2; MITF inh: 1; TEAD-YAP block: 3; FBW7 act: -0.1
`CCOC(=O)c1c(C)n(C)c2cc(CN(C)C)c(O)c(CN(C)C)c12` across the screens: GPR151 activ: -0.1; MITF inh: 24; TEAD-YAP block: 2; FBW7 act: -0.1

The list continues:
SMILES	GPR151 activ	MITF inh	TEAD-YAP block	FBW7 act
CSc1nncn1/N=C/c1ccc(N(C)C)cc1	1.1	6	-41	-0.1
Cc1ccc(CNC(=O)Cn2cc3c(n2)CCCC3)cc1	1.9	7	-4	0.0
Cc1csc(NC(=O)C2CCCN(S(=O)(=O)c3cccc4cccnc34)C2)n1 (stereo not drawn)	-0.1	6	17	0.3
COc1ccccc1-c1nnc(NC(=O)c2ccc(S(C)(=O)=O)cc2)o1	-1.0	-2	-1	-0.5
O=C1CCC(CCNCc2ccccn2)N1CCc1ccc(F)cc1 (stereo not drawn)	-1.2	23	-2	-0.1
O=c1c2c(nc3nc(CCc4ccccc4)[nH]n13)CCC2	-0.5	4	-5	-0.1
CCOc1ccc(CCNC(=O)CSc2nc3c(c(=O)n(C)c(=O)n3C)n2Cc2ccc(C)cc2)cc1OCC	-1.1	2	2	-0.1
CCCc1ccc(-c2ccc(C(=O)OCC(C)CC)cc2)nc1 (stereo not drawn)	0.3	7	-7	-0.1
COc1ccc(S(=O)(=O)N(C)CC(=O)Nc2ccc(C)cc2)cc1OC	-0.2	11	-3	-0.1
COc1cc(C(c2sc3ncnn3c2O)N2CCN(Cc3ccccc3)CC2)cc(OC)c1OC (stereo not drawn)	1.4	10	12	0.2
N#Cc1ccc(-c2nc3c(c(=O)[nH]c(=O)n3Cc3ccccc3)n2CC2CCCO2)cc1 (stereo not drawn)	-0.3	11	12	0.4
Cc1oc(-c2cccc(Cl)c2)nc1CS(=O)(=O)CC(=O)NC(C)c1ccccc1 (stereo not drawn)	1.5	3	-4	0.3
Cc1nc2ccc(S(=O)(=O)NCCC(=O)NC3CCCCC3)cc2s1	-0.9	8	3	0.1
COc1cccc(CNC(=O)CCCn2sc3ccccc3c2=O)c1OC	0.5	-7	-3	-0.1
O=C(NC12CC3CC(CC(C3)C1)C2)C1CCN(S(=O)(=O)c2ccccc2)CC1	0.8	6	0	-0.1
Cc1ccc(C(=O)Oc2ccc(/C=C3\N=C(c4ccc(C)cc4)OC3=O)cc2)cc1	0.1	-13	-3	0.2
O=C1C/C(=N\NC(=S)Nc2ccccc2F)c2ccccc21	-1.1	26	-29	0.0
CCC[C@@H]1NC(=O)[C@@H]2C[C@H](NC(=O)c3c(Cl)cccc3Cl)CN2C1=O	-0.6	10	7	0.0
O=C(Nc1c2c(nn1-c1ccc(Cl)cc1)CSC2)c1ccccc1Br	-1.2	5	9	-0.1
COc1cc(CN2CCN(C3CCCCC3)C(CCO)C2)cc(Cl)c1O (stereo not drawn)	-0.5	6	5	-0.1

Among those listed so far, 2 contain a COOH group:
SMILES	GPR151 activ	MITF inh	TEAD-YAP block	FBW7 act
O=C(O)CNc1cc(F)nc(F)n1	0.5	6	-1	0.4
Cc1ccc(C(=O)Nc2sc(C)c(C)c2C(=O)O)cc1	-2.0	-4	49*	0.0

Reprinted at random: 2 records from the list
SMILES	GPR151 activ	MITF inh	TEAD-YAP block	FBW7 act
CN(C)CCNCCOc1cccc([N+](=O)[O-])c1	0.1	-14	-13	-0.1
Cc1nc2ccc(S(=O)(=O)NCCC(=O)NC3CCCCC3)cc2s1	-0.9	8	3	0.1

Carrying on.
SMILES	GPR151 activ	MITF inh	TEAD-YAP block	FBW7 act
COc1ccc(-c2cn(-c3ccc(C)cc3)c(=O)n2CC(=O)Nc2cccc(F)c2)cc1	-0.2	5	8	0.1
CCOc1ccccc1/C=C1/SC(NC(C)=O)=NC1=O	-1.7	17	-8	0.3
CN1CCCN(C(=O)C2CC23CCN(Cc2cccs2)CC3)CC1 (stereo not drawn)	-0.7	-2	13	0.1
CCCC1=NN2C(=N)/C(=C/c3ccc(-c4ccccc4[N+](=O)[O-])o3)C(=O)N=C2S1	-1.0	-5	-7	-0.1
CCCOC(=O)C1C2C=CC3(CN(C4CCCCC4)C(=O)C13)O2 (stereo not drawn)	-0.9	19	9	0.1
O=C(Cc1csc(SCC(=O)c2ccccc2)n1)NCC1CCCCC1	-0.2	-1	-14	-0.2
Cc1cc(/C=N/NC(N)=S)c(C)n1C1CCCCC1	1.2	11	-3	-0.2
COc1ccc(C=Nc2ccc3c(c2)ncn3C)cc1OC	0.2	1	-9	-0.5
N#CCCN(CCC#N)C(=S)NC(=O)c1ccco1	-2.7	21	-3	0.7
O=C(O)c1cc(NC(=O)c2ccc3c(c2)C(=O)N(CC2CCCO2)C3=O)cc(C(=O)O)c1 (stereo not drawn)	-1.2	-1	4	-0.1
CCn1nnc(NC(=O)c2cccc3ccccc23)n1	1.0	0	-6	-0.2
C/C(=N\NC(=O)CN(c1ccccn1)S(=O)(=O)c1ccccc1)C(C)(C)C	-0.9	-23	6	0.2
CCOC(=O)C1=C(N)Oc2cc(C)oc(=O)c2C1c1c(Cl)cccc1Cl (stereo not drawn)	-0.3	-3	5	-0.1
CCOc1ccc2nc(SCC(=O)Nc3cccc(NC(C)=O)c3)sc2c1	1.9	-8	-14	0.0
Fc1ccccc1CN(CCN1CCOCC1)C(=S)Nc1ccccc1Cl	-0.2	14	-2	0.0
CCN(CC)c1ccc(/C=N\NC(=O)c2cc([N+](=O)[O-])cc([N+](=O)[O-])c2)c(O)c1	-0.8	11	4	0.0
CCCN(CCC)S(=O)(=O)c1ccc(C(=O)Nc2nc(-c3ccc(OC)cc3OC)cs2)cc1	0.4	2	-4	0.0
CCN1CCN(CCCNC(=O)c2cc3cc4ccc(Cl)cc4nc3o2)CC1	1.4	-14	-10	0.1
Cc1ccccc1-n1[nH]c(C)c(/C=N/NC(=O)C(=O)N/N=C/c2c(C)[nH]n(-c3ccccc3C)c2=O)c1=O	0.1	52*	3	-0.9
Cc1ccc(-c2[nH]nc3c2C(c2cccc(OCc4ccc(F)cc4)c2)C(C#N)=C(N)O3)cc1 (stereo not drawn)	1.9	-4	-9	-0.2
CCCCn1c(CNC(=O)COc2ccccc2)nnc1SC(C)C(=O)Nc1sc2c(c1C(=O)OCC)CCCCC2 (stereo not drawn)	0.5	9	-1	0.3
Fc1ccc(N=Cc2ccncc2)cc1F	0.2	10	2	0.0
O=S(=O)(NCc1ccccc1)N1CCCCCC1	0.6	-1	3	-0.1
O=C(NCC1CCCN1S(=O)(=O)c1ccccc1)c1ccc([N+](=O)[O-])cc1 (stereo not drawn)	1.4	-1	-1	-0.2
CC(NC(=O)C1CCN(/C=C/C(=O)C(F)(F)F)CC1)C12CC3CC(CC(C3)C1)C2 (stereo not drawn)	-0.9	3	-4	0.2
O=C(NCCCN1CCOCC1)c1ccnc(-n2ncc3cc(Nc4c(Cl)cccc4Cl)ccc32)c1	0.1	-4	6	-0.1
O=C(NCc1c(F)cccc1F)c1ccc(Cn2ccnc2)cc1	-1.2	2	-16	0.2
O=C(Nc1cccc([N+](=O)[O-])c1)N1CCN(c2ccccn2)CC1	1.2	0	12	-0.2
CCOC(=O)c1c(NC(=O)Cc2ccccc2)sc(C(=O)Nc2ccccc2C)c1C	1.9	5	0	0.1
C[C@H](NC(=O)c1ccccc1Cl)C(=O)OCC(=O)c1ccc2c(c1)OCCO2	2.1	0	-6	0.1
O=c1[nH]nc(SCc2cccc(Cl)c2)c(=O)[nH]1	-2.9	-3	2	-0.1
COc1ccccc1C(=O)Nc1cccc(N)c1	-1.2	0	-21	0.0
COc1cc(/C=N/n2cn[nH]c2=S)cc(Br)c1O	-0.1	7	3	-0.1
N#CC1=C(NC(=O)c2cccc([N+](=O)[O-])c2)CCC1	-0.3	38	-5	0.4
O=C(NCCn1cc(SCc2ccccc2)c2ccccc21)c1ccc(F)cc1	-0.5	12	8	0.3
Nc1ccc(C(=O)c2cc(C(=O)O)ccc2C(=O)O)cc1	-0.1	5	2	0.0
O=C(Cn1c(=S)[nH]c2ccccc2c1=O)NCc1ccc2c(c1)OCO2	-1.4	-16	2	-0.1
CCOC(=O)Nc1ccc2c(c1)N(C(=O)CNC)c1ccccc1CC2	0.9	14	5	0.2
Cc1ccc(C(C)C)c(OCC(=O)Nc2ccc(-c3nc4ccc(C)cc4s3)cc2)c1	-0.8	2	-9	0.2
CCOC(=O)CN(Cc1ccccc1)S(=O)(=O)c1ccc(Br)cc1	-0.7	1	-4	0.1
CCOc1ccc(-n2nnnc2CN2CCN(S(=O)(=O)N(C)C)CC2)cc1	1.0	-12	9	0.3
N#Cc1c(NC(=O)c2cccc(S(=O)(=O)N3CCOCC3)c2)sc2c1CCC2	1.6	9	14	-0.1
CC(C)(C)NC(=O)CCC1COc2ccccc2O1 (stereo not drawn)	0.7	-4	-3	-0.2
Cc1ccc(NC(=O)NC(C)(C)C)cc1	0.0	11	-29	-0.1
Cc1ccc(S(=O)(=O)NC(C)C2CC3CCC2C3)c([N+](=O)[O-])c1 (stereo not drawn)	0.8	14	15	-0.1
CN1C(=O)/C(=C/c2ccccc2O)N(C)C1=S	-0.5	3	-3	1.3
NC(=O)c1oc2ccccc2c1NC(=O)C12CC3CC(CC(C3)C1)C2	2.1	5	9	0.3
COc1ccc(/C=C/C(=O)NC(c2ccccc2)c2ccccc2)cc1	1.0	4	-17	-0.1
CCOC(=O)c1c(NC(=O)CSc2nc(C)nc3sc4c(c23)CCC4)sc2c1CCC2	-1.6	0	6	0.0
O=C(Nc1ccc(Cl)c(Cl)c1)Nc1ccc2c(c1)CCCN2C(=O)C1CC1	4.2	0	9	0.1
CC[C@H](Cn1nc(-c2ccc(F)c(F)c2)ccc1=O)NC(=O)Cn1cnc2ccccc21	-0.2	24	18	0.6
O=C(CN1CCCc2ccccc21)N/N=C/c1ccccc1O	-0.3	22	9	-0.1
COc1ccc(Cn2c(=O)c3cccnc3n(CC(=O)Nc3ccc(C)cc3)c2=O)cc1	-1.1	-5	5	-0.3
CCCCOC(=O)C1=C(C)NC(=O)NC1c1cccc(F)c1 (stereo not drawn)	2.3	-5	-5	-0.1
Cc1cccc(NC2=NC3(CCCCC3)N=C(N)N2)c1C	2.5	8	-2	0.2
Cc1cc(C)n(C(=O)Nc2cccc(Cl)c2)n1	-1.7	16	-16	0.9
CCOc1ccc2[nH]cc(C(=O)N(CC)CC)c(=O)c2c1	0.3	6	6	-0.1
Cc1cc2cc(C3C(C#N)=C(N)OC4=C3C(=O)CCC4)c(Cl)nc2cc1C (stereo not drawn)	0.1	-9	5	0.1
COc1ccc(Cl)cc1C(=O)NC(=S)Nc1ncccc1C	0.5	1	4	0.1
Nc1c(C(=O)NCCC2=CCCCC2)nnn1-c1ccc(OC(F)(F)F)cc1	0.4	8	11	0.0
